# HePTP inh: human HePTP phosphatase inhibition | AID 521 | 110,000 compounds, 0.64% hits | recombinant HePTP phosphatase activity, OD absorbance | inhibition, % at 20 µM | P35236; in the data active means inhibition above about 50%;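 further: plate controls were vehicle for no effect and reference inhibitor for full effect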
# Target sequence (P35236 whole entry, looked up): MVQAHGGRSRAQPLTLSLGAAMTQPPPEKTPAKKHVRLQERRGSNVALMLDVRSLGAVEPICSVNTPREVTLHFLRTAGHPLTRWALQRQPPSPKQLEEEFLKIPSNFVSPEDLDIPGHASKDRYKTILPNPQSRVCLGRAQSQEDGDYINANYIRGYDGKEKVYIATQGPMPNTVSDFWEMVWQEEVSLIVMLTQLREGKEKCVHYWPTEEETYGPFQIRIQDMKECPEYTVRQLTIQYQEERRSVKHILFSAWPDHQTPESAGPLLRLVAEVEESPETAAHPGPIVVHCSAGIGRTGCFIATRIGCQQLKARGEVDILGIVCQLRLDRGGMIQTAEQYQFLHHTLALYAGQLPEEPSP
# BAP1 inh: inhibitors of human BAP1 deubiquitinase; 72,000 compounds, 0.48% hits; recombinant BAP1, Ub-AMC hydrolysis fluorescence kinetic; stronger effect = lower value; AID 436; Q92560; activity remaining (% of control), % at 20 µM;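 active means activity remaining at or below 50% of control, provided the compound also passes the data quality filters; inactive means the rest, including low values that fail the filters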;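 further: 100% = DMSO wells rate and 0% = substrate alone blank rate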
# Target sequence (Q92560 whole entry, looked up): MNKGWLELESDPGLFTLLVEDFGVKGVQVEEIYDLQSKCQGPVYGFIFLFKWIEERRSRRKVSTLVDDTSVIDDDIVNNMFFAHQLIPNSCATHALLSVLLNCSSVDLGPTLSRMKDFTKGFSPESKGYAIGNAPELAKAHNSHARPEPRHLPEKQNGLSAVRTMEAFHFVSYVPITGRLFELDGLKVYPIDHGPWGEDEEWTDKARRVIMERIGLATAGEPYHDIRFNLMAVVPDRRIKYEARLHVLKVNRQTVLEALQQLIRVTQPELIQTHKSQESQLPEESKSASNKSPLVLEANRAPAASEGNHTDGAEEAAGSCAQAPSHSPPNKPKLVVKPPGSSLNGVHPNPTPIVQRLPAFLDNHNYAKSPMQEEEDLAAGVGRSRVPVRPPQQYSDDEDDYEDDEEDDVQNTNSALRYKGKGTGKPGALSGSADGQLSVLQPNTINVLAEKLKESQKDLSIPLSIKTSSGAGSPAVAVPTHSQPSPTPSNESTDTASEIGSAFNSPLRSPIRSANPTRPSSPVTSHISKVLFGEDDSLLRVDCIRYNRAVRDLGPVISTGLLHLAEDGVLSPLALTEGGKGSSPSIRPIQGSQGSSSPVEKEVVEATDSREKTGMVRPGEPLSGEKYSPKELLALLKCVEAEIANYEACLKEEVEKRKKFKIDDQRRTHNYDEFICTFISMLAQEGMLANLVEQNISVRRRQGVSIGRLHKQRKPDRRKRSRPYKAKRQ
# The depositor's hits bear a star; · = no result given; & = joins results of further samples.
nr	Structure	HePTP inh	BAP1 inh
1	Nc1nc(-c2ccccc2)nc(-c2ccccc2O)n1	·	93
2	Cc1cc(NC(=O)COC(=O)COc2ccc3c(c2)CCC3)no1	9	120
3	Cc1c(NC(=O)/C=C/c2cccc([N+](=O)[O-])c2)cccc1-c1nc2ncccc2o1	2	·
4	COC(=O)C(CCSC)NC(=O)C(NC(=O)C1CCC(C)CC1)C(C)C (stereo not drawn)	-1	111
5	Cc1ccccc1NC(=O)c1ccc2ccccc2c1	6	·
6	Cc1nn(C)cc1/C=N/n1nnnc1N	4	94
7	Cc1ccc(/C(O)=C2\C(=O)C(=O)N(CCCN(C)C)C2c2ccccn2)cc1 (stereo not drawn)	0	102
8	CC1CCCC(C(=O)O)N1C(=O)CCSC(=O)c1ccccc1 (stereo not drawn)	5&5	83
9	O=C(NC1CCS(=O)(=O)C1)OC1CCCCC1 (stereo not drawn)	8&1	102
10	COc1ccccc1C1/C(=C(/O)c2ccc(C)cc2)C(=O)C(=O)N1CC(C)O (stereo not drawn)	4	85
11	CCCn1cc(C(CC(=O)O)C(=O)O)c2ccccc21 (stereo not drawn)	3	72
12	CCN1CCN(C(=O)c2cc3c(=O)n4ccccc4nc3n2Cc2ccccc2)CC1	4	·
13	Cc1ccnc2nc(C(=O)NC3=NCCS3)nn12	11	118
14	C=CCN1C(=NC(=O)CCCC(=O)O)SC2CS(=O)(=O)CC21 (stereo not drawn)	-2	75
15	O=c1[nH]c2ccc(S(=O)(=O)Nc3ccc(-c4nnc5n4CCCCC5)cc3)cc2o1	0	110
16	COC(=O)c1ccc(COc2ccc3c4c(c(=O)oc3c2C)CCCC4)cc1	-7	·
17	COc1cc(/C=C2\SC(=O)N(c3ccccc3)C2=O)ccc1O	6	·
18	COc1ccc(S(=O)(=O)N2CCN(c3cccc(C)c3C)CC2)cc1	4	75
19	C/C(=C\c1ccc(I)cc1)C(=O)c1c(C)cc(C)[nH]c1=O	-3	·
20	O=C(Nc1ccc2c(c1)ncn2-c1ccccc1)c1ccco1	-7	120
21	CCOc1ccc(C(=O)OCC(=O)NCc2ccco2)cc1OCC	10	98
22	COc1cccc(CN2CCN(Cc3ccncc3)CC2)c1	7	·
23	C=CCN(CP(=O)(OCC)OCC)C(=O)c1ccccc1F	0	·
24	CCC1CCCCN1C(=O)Cn1nc([N+](=O)[O-])c(Cl)c1C (stereo not drawn)	-6	·
25	CC(C)Sc1nc(N)c2c3c(sc2n1)CN(C)CC3	0	·
26	Cc1ccc(C(=O)C2CCNCC2)cc1	-9	100
27	O=C(CCCN1C(=O)c2ccccc2C1=O)Nc1nncs1	2	101
28	COc1ccc(C)cc1-n1nnnc1SCc1nc2ccccc2s1	8	63
29	Cc1c(N=Cc2ccc(-c3cccc(Cl)c3)o2)c(=O)n(-c2ccccc2)n1C	9	·
30	O=C1c2oc3ccccc3c(=O)c2C(c2cccs2)N1CCCN1CCOCC1 (stereo not drawn)	6	113

# Structures listed so far with a Cl atom:
nr	Structure	HePTP inh	BAP1 inh
24	CCC1CCCCN1C(=O)Cn1nc([N+](=O)[O-])c(Cl)c1C (stereo not drawn)	-6	·
29	Cc1c(N=Cc2ccc(-c3cccc(Cl)c3)o2)c(=O)n(-c2ccccc2)n1C	9	·

# Retrieved one by one from the entries so far:
nr	Structure	HePTP inh	BAP1 inh
13	Cc1ccnc2nc(C(=O)NC3=NCCS3)nn12	11	118
21	CCOc1ccc(C(=O)OCC(=O)NCc2ccco2)cc1OCC	10	98
9	O=C(NC1CCS(=O)(=O)C1)OC1CCCCC1 (stereo not drawn)	8&1	102
18	COc1ccc(S(=O)(=O)N2CCN(c3cccc(C)c3C)CC2)cc1	4	75

# Following part
nr	Structure	HePTP inh	BAP1 inh
31	O=c1oc2cc(OCc3ccccc3F)ccc2c2ccccc12	4	·
32	CCCOc1ccc(N2C(=O)CC(N3CCC(c4nncn4CC)CC3)C2=O)cc1 (stereo not drawn)	5	75
33	CCOC(=O)CNC(=O)c1ccc([N+](=O)[O-])cc1	6	·
34	CC(=O)Nc1ccc(C2NC(=O)c3ccccc3O2)cc1 (stereo not drawn)	7	114
35	CC1=C(C(=O)Nc2ccc(Cl)cc2)C(c2ccc(C)cc2)NC(=S)N1 (stereo not drawn)	0	·
36	CC1=C(C(N)=O)C(c2cccnc2)n2nc(-c3cccc(C)c3)nc2N1 (stereo not drawn)	-4	94
37	COc1cccc(C(=O)Nc2ccc(Cl)c(C(F)(F)F)c2)c1	-14	·
38	COc1cc(NC(=O)C(C)Oc2ccccc2)c(Cl)cc1NC(=O)c1ccccc1 (stereo not drawn)	2	·
39	Cc1cc(C)cc(NC(=O)/C=C/c2ccccc2)c1	5	·
40	Cc1ccc(/C=C/C(=O)N2CCN(c3ccc(Cl)cc3)CC2)cc1	-7	·
41	O=C(CSc1nnc(CNc2ccccc2)o1)N1CCc2ccccc21	2	91
42	Cn1c(SC/C=C/c2ccccc2)nnc1-c1cccs1	12	132
43	CCc1ccc2oc(-c3cccc(NC(=O)c4ccccc4C)c3)nc2c1	2	·
44	CC1=C(C(N)=O)C(c2cccs2)n2nc(-c3cccc(C)c3)nc2N1 (stereo not drawn)	0	109
45	CN1CCc2c(sc(/N=C/c3cccs3)c2C(N)=O)C1	-3	92
46	CC(C)(C)c1ccc(C(=O)NNC(=O)c2ccco2)cc1	-15	·
47	Cc1ccc(-c2ncnn2-c2cccc(Cl)c2C)cc1	-21	·
48	Cc1c(NC2=C(Cl)C(=O)c3c(Cl)c(Cl)c(Cl)c(Cl)c32)c(=O)n(-c2ccccc2)n1C	13	·
49	CCCOC(=O)c1ccc(NS(=O)(=O)Cc2ccccc2)cc1	10	·
50	Nc1ccc(C(=O)Nc2nc3ccc4ccccc4c3s2)cc1	·	115
51	CC1=C(C(=O)OC(C)C)C(c2ccsc2)NC(=O)N1C (stereo not drawn)	4	·
52	CCOc1cccc(-n2nnnc2-c2ccc(OC)cc2)c1	3	66
53	O=C(/C=C/c1cccs1)N1CCN(c2ccccc2)CC1	-1	·
54	[N-]=[N+]=CC(=O)C(Cc1ccccc1)N1C(=O)c2ccccc2C1=O (stereo not drawn)	5	101
55	Nc1nc(CN2CCN(c3ccccc3F)CC2)nc(Nc2ccccc2)n1	6	102
56	Cc1ccc([N+](=O)[O-])cc1/C=C1/C=C(c2ccccc2)OC1=O	1	·
57	O=C(Nc1ccc(Cl)cc1)OCCn1nnnc1C(c1ccccc1)N1CCOCC1 (stereo not drawn)	10	106
58	CC1(C)CC2CC(C)(CN2S(=O)(=O)c2ccc(N)cc2)C1 (stereo not drawn)	14	90
59	O=C(C(NS(=O)(=O)c1cccc2nsnc12)c1ccccc1)N1CCN(c2ccccn2)CC1 (stereo not drawn)	5	80
60	CCCCc1nnc(NC(=O)CCc2ccccc2)s1	6	·

# (listing goes on)
nr	Structure	HePTP inh	BAP1 inh
61	COC(=O)Cn1cc(/C=C2\C(=O)NC(=O)N(c3cc(C)cc(C)c3)C2=O)c2ccccc21	6	·
62	COc1cc(NS(=O)(=O)c2ccc(OC)c(C)c2C)c(OC)cc1Cl	6	123
63	O=C(c1ccc(N2C(=O)CCC2=O)cc1)N1CCOCC1	6	96
64	CCOc1cccc(C(=O)Nc2nc(-c3ccc(CC)cc3)cs2)c1	0	·
65	C=CCc1ccccc1OCCOc1c(Cl)cc(/C=N/n2cnnc2)cc1OCC	-23	·
66	CC(C)(C)c1ccc(C(=O)Nc2cccc(Br)c2)cc1	-6	·
67	Cc1cc(C(=O)N2CCN(c3ncccn3)CC2)sc1-c1ccccc1	7	145
68	Cc1ccc(-n2c(C)nc(N)c2C(=O)c2ccccc2)cc1	8	·
69	COc1cc(CN2CCN(S(=O)(=O)c3ccc(Cl)cc3)CC2)cc(OC)c1O	12	·
70	CN(Cc1ccco1)C(=O)Cn1c(=O)oc2cc(S(=O)(=O)NCc3ccccc3)ccc21	10	86
71	COc1cc(NS(=O)(=O)c2ccc(N)cc2)ncn1	8&7	87&73
72	Cc1ccc(OCCOc2ccc(Br)cc2C=C2C(=O)NC(=S)NC2=O)cc1	5	·
73	Cc1onc(-c2c(F)cccc2Cl)c1C(=O)N1CCN(S(C)(=O)=O)CC1	5	80
74	Cc1ccc(-c2cc(C(=O)NCc3ccco3)c3ccccc3n2)o1	26	62
75	COC(=O)C(Cc1ccccc1)NC(=O)CSc1nc(C)cc(=O)[nH]1 (stereo not drawn)	3	98
76	COc1ccc(C(CNC(=O)c2ccc(S(=O)(=O)N3CCOCC3)cc2)N2CCCCC2)cc1 (stereo not drawn)	7	112
77	Cc1ccc2nc(-c3ccc(OC(=O)c4ccccc4F)cc3)sc2c1	3	·
78	Cc1cc(C)nc(NN2C(=O)/C(=C/c3ccc(O)cc3)SC2=S)n1	9	·
79	COc1cccc(NS(=O)(=O)c2ccc3[nH]cc(C(=O)NC4CC4)c(=O)c3c2)c1	13	70
80	O=C1CC(c2ccco2)CC2=C1C(c1ccccc1)n1nc(C(F)(F)F)nc1N2 (stereo not drawn)	0	72
81	O=C(CSc1nccc2ccccc12)N1CCN(Cc2ccc3c(c2)OCO3)CC1	6	92
82	NS(=O)(=O)c1ccc(CCNC(=S)Nc2ccccc2)cc1	-18	·
83	CCOC(=O)C1=C(C)NC2=C(C(=O)CC(C)(C)C2)C1c1ccc(N(C)C)cc1 (stereo not drawn)	-6	93
84	Cc1ccc(CN2CC34C=CC(O3)C(C(=O)NCc3ccc5c(c3)OCO5)C4C2=O)cc1 (stereo not drawn)	-7	·
85	Cc1ccc(S(=O)(=O)NC2OC(=O)C(Cl)=C2Cl)cc1 (stereo not drawn)	10	96
86	Cc1cc(NC(=O)CSc2ncn(-c3ccccc3)n2)no1	2	94
87	CCOC(=O)c1c(NC(=S)NC(=O)c2ccc(F)cc2)sc2c1CCCCC2	-1	·
88	COc1cc(/C=C2/SC(=S)N(CCC(=O)Nc3nnc(C)s3)C2=O)cc(OC)c1OC	5	·
89	Cc1cc2ccccc2cc(C)c1=O	4	80
90	CCOC(=O)c1c(-c2ccccc2)csc1NC(=O)c1ccc(I)cc1	·	108

# (listing goes on)
nr	Structure	HePTP inh	BAP1 inh
91	CCc1ccc(-c2nc3ccccc3c(=O)o2)cc1	·	133
92	CCCS(=O)(=O)c1c(S(=O)(=O)CCC)c2c(C)cccn2c1C(N)=O	-5	·
93	Cc1cccc(NCN2C(=O)CSC2=O)c1	-14	·
94	Cc1ccc(NCCC(=O)c2ccc(Br)cc2)cc1C	-10	·
95	O=C(Nc1ccc2oc(-c3ccc(I)cc3)nc2c1)c1ccc2c(c1)OCCO2	29	·
96	Cc1nn(Cc2ccc(C(=O)N3c4ccc(F)cc4CCC3C)o2)c(C)c1Br (stereo not drawn)	5	97
97	O=C1N(CC(=O)N2CCc3ccccc32)CCN1Cc1ccc(Cl)cc1	-8	94
98	Cc1c(Cl)cccc1NC(=O)CSCC(N)=O	6	97
99	CC(=O)N1CCN(C(=O)CCc2nc3sc4c(c3c(=O)[nH]2)CCCC4)CC1	6	98
100	O=C(NC1CCCCCCC1)c1ccc2c(c1)OCO2	-4	136
101	CC(C)c1ccc(NC(=O)c2ccc([N+](=O)[O-])cc2)cc1	·	105
102	Cc1cc(N2C(=O)c3ccc(C(=O)NCc4ccccc4)cc3C2=O)no1	4	95
103	Cn1c(=O)c2c(nc(SCCNS(=O)(=O)c3ccccc3)n2C)n(C)c1=O	-2	86
104	COc1ccc(N(C)C(=O)c2ccc3snnc3c2)cc1	4	96
105	O=C1NC(=S)N/C1=C/c1ccc(-c2cccc(Br)c2)o1	4	·
106	C=CCn1c(COc2ccccc2)nnc1SCC(=O)O	-4	97
107	Cn1ccnc1C(O)c1cc(C(C)(C)C)c(O)c(C(C)(C)C)c1 (stereo not drawn)	-3&10	91
108	Cc1nn(C(=O)c2ccoc2C)c(N)c1-c1ccccc1	6	95
109	COc1ccc(C(=O)NCC(c2cccnc2)N2CCN(c3ccccc3)CC2)cc1OC (stereo not drawn)	-3	92
110	O=C(Nc1ccc2c(c1)OCO2)c1cnn2c1NC(c1cccs1)CC2C(F)(F)F (stereo not drawn)	6	·
111	CCOC(=O)c1c(NC(=O)c2ccc([N+](=O)[O-])cc2Cl)sc2c1CCC2	4	·
112	CC1=C(C(N)=O)C(c2ccc(C)o2)C(C(N)=O)=C(C)N1	3	75
113	CCOCCCNC(=O)Cc1ccc(OC)c(OC)c1	-7	89
114	Cc1c(Cl)cccc1-c1ccc(/C=N/N=C2\NC(=O)CS2)o1	-13	·
115	CC1(C)Cc2ccccc2-c2nnc(-c3ccc(O)cc3)n21	-9	90
116	COC(=O)c1ccc(COc2ccc(-c3nn[nH]n3)cc2)cc1	6	98
117	CCCc1[nH]nc2c1C(c1c(C)nn(-c3ccccc3)c1Cl)C(C#N)=C(N)O2 (stereo not drawn)	0	102
118	CC(=O)Nc1ccc(-c2nc3ccc(C)cc3s2)cc1	-22	·
119	CCOC(=O)Nc1cc([N+](=O)[O-])ccc1Cl	-3	·
120	CCOC(=O)C1=C(N)Oc2ccc3ccccc3c2C1c1ccc(Cl)cc1 (stereo not drawn)	-10	·

# Next records
nr	Structure	HePTP inh	BAP1 inh
121	O=C(NCCSCc1cccc(Cl)c1)c1c(Cl)cccc1Cl	0	·
122	O=c1c2c3c(sc2[nH]c(=S)n1-c1ccccc1)CCC3	-11	·
123	O=C(N/N=C/c1ccc(F)cc1)c1cc(C2CC2)[nH]n1	-9	·
124	CC(C)c1ccc(-n2c(O)c(/C=C3\C=Nc4ccccc43)c(=O)[nH]c2=O)cc1	-2	·
125	Cc1ccc(C(=O)N/C(=C/c2cccs2)C(=O)NN)cc1	6	·
126	CCN(CC)S(=O)(=O)c1ccc(C(=O)Nc2nc3ccc4sc(C)nc4c3s2)cc1	·	105
127	CCOC(=O)c1sc(NC(=O)c2ccccc2[N+](=O)[O-])nc1C	6	·
128	CCOC(=O)/C=C1\CC(=O)Nc2cc(C)c(C)cc2N1	3	143
129	O=C(N/N=C/c1c(F)cccc1Cl)c1ccc(Br)cc1	11	·
130	N=C(N)c1ccc(N)cc1	·	96

# High-throughput results: PubChem BioAssay, several laboratories
